Screens (PubChem)
DRD3 antagonist: D3 dopamine receptor (human) antagonism. P35462. D3R cells, DiscoveRx beta-arrestin luminescence, antagonist mode; stronger effect = lower value. AID 652054. 360,000 tested, 2.5% active. max response, negative = inhibition, %; in the data active means max response below about -50%; inconclusive means no clear call, values can overlap the other calls; further: on the % scale 0 is the no-effect control and ±100 the full control effect; mostly tested at two doses, the higher about 12 µM
Target sequence (P35462 whole entry, looked up): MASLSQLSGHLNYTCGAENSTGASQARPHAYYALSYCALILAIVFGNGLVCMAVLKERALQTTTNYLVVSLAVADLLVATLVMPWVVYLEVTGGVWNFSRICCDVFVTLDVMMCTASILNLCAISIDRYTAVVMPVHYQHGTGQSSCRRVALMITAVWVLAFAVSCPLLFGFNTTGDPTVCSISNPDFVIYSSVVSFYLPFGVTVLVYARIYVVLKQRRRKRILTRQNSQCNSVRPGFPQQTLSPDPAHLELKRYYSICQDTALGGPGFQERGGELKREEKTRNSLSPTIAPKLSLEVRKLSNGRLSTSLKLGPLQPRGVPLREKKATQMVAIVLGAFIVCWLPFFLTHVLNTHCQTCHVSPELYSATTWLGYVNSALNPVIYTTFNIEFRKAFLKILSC
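Cells expressing the human receptor were seeded at 1500 cells/well, incubated overnight at 37 degrees C in 5% CO2, then exposed to library compounds with dopamine controls for 90 minutes at 37 degrees C before luminescent detection.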
IL2 activator: activates IL-2 in a cell-based reporter assay; IL-2 activation reporter assay, cell-based qHTS; stimulated with anti-CD3/CD4/CD28 beads; in transgenic mouse T cells; activation, % (series mostly up to about 46 µM); 360,000 tested, 0.065% active; AID 652025; in the data active means activation above about 50%; inconclusive means mostly about 30% to 49%; further: 0% is about no effect
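EGFP and DsRed fluorescence is measured by plate cytometry in unstimulated transgenic mouse T cells exposed to compound for 60 minutes, then stimulated 18 hours at 37 degrees C with anti-CD3/anti-CD4 beads plus anti-CD28.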
HEK293 tox: cytotoxicity counter-screen for GLP-1 receptor inverse agonists; HEK293 cAMP-luciferase reporter cells, luminescence, 24 h; Potency, µM (series often up to 38.3 µM), inactives show top-dose activity change, negative = inhibition, actives largely listed as inhibitors; 410,000 tested, 0.13% active;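 further: loss of luciferase light is scored as toxicity; potency means the concentration at half of the fitted maximal effect; on the % scale 0 is the no-effect control and ±100 the full control effect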
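To flag toxic compounds, the library was rerun on cells for 24 hr at 37 deg C and 5% CO2. Viability-linked luminescence was captured 12 min after adding luciferase detection reagent.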
PI5P4Ka inh: blocks human PI5P4K alpha kinase activity | P48426 | PI5P4Kalpha enzyme, ADP-Glo luminescence, 60 min; stronger effect = lower value | max response, % | 330,000 tested, 1.2% active | AID 652105; active means max response of -50% or lower; inconclusive means between -30% and -50%; inactive means -30% or higher; further: value at the top dose of about 77 µM; on the % scale 0 is the no-effect control and ±100 the full control effect
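ADP-Glo luminescence end-point after a 60 min room-temperature kinase reaction. PI5P4Kalpha and substrate in HEPES pH 7.4 buffer with EGTA, 0.1% CHAPS and 5% DMSO; ATP at 5 microM final.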
GLP1R inv ag: acts as inverse agonist at human GLP-1 receptor; P43220; HEK293 GLP-1R CRE-luciferase, luminescence, 24 h; GLP-1R form is constitutively active; Potency, µM (highest dose often 38.3 µM), for inactives: at the top dose activity change, negative = inhibition, actives largely listed as inhibitors; 410,000 tested, 1.6% active; AID 624417; further: potency means the concentration at half of the fitted maximal effect; on the % scale 0 is the no-effect control and ±100 the full control effect; nearly all actives have a fitted effect of over 55% in size
Target sequence (P43220 whole entry, looked up): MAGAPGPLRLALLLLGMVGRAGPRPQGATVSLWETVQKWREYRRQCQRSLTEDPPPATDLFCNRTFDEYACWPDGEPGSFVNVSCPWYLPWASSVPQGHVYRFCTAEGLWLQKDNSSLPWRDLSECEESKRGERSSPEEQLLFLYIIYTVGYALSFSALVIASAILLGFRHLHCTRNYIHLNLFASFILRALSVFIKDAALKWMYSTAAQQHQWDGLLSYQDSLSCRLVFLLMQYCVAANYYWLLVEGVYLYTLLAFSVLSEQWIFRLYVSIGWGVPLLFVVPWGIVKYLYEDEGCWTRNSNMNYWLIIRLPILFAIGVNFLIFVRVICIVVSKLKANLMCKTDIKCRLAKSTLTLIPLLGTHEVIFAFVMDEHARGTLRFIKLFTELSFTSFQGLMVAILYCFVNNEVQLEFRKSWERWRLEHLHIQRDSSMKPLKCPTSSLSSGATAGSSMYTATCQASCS
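HEK293 cells stably co-expressing a cAMP-responsive luciferase reporter and constitutively active GLP-1R were seeded, incubated 12 h, then exposed to compounds for 24 h at 37 C. Luminescence was read 12 min after detection reagent; inverse agonists lower signal.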
WRN helicase inh: blocks human WRN helicase; WRN helicase unwinding, fluorescent forked duplex, kinetic; Potency, µM (series often up to 114 µM), for the others: at the top dose activity change, negative = inhibition, usual class: inhibitors; 360,000 tested, 0.46% active; AID 651768; further: potency means the concentration at half of the fitted maximal effect; on the % scale 0 is the no-effect control and ±100 the full control effect; nearly all actives have a fitted effect of over 55% in size
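Primary qHTS, 1536-well format. 20 nM WRN + compound, 15 min RT; start with 100 nM forked fluorophore/quencher duplex, 2 mM ATP (final); kinetic read ex 525/em 598 nm.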
DRD3 agonist: activates the human D3 dopamine receptor; AID 652048; 410,000 tested, 0.58% active; max activation, %; P35462; D3R DiscoveRx beta-arrestin cells, luminescence, 90 min; in the data active means max activation above about 30%; further: 0% is about no effect; mostly tested at two doses, the higher about 12 µM
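Cells at 1500/well, incubated overnight, then treated with pinned compounds (dopamine as control) for 90 min at 37 degrees C. DiscoveRx reagent added for 30 - 60 minutes at room temperature; luminescence read.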
PLK1 PBD inh: inhibitors of human PLK1 polo-box domain binding | P53350 | Plk1 PBD binding of FITC phosphopeptide, fluorescence polarization | Potency, µM, inactives show max response, negative = inhibition, usual class: inhibitors | 360,000 tested, 2.8% active | AID 720504; further: potency means the concentration at half of the fitted maximal effect; series mostly up to about 57 µM; on the % scale 0 is the no-effect control and ±100 the full control effect; nearly all actives have a fitted effect of over 65% in size
GLP1R ag: agonists of human GLP-1 receptor; HEK293 GLP-1R CRE-luciferase, luminescence, 4-6 h; cells express a hypersensitive GLP-1R form; 380,000 tested, 0.007% active; Potency, µM (titrated, usually from 45.6 µM), for inactives: at the top dose activation, actives largely listed as activators; P43220; further: potency means the concentration at half of the fitted maximal effect; % of control where 0% means no effect
* = called active by the depositor; ? = inconclusive; . = not tested or not shown; [ ] = remark or other dose. Unless noted, the call rests on the fitted dose curve; in most records, active means well fitted curve in the direction sought with a large enough effect; inconclusive means small, poorly fitted or top-dose-only effect, or another doubt; inactive means no such curve, though single readings can be large; an effect the other way counts as inactive or inconclusive.

SMILES	DRD3 antagonist	IL2 activator	HEK293 tox	PI5P4Ka inh	GLP1R inv ag	WRN helicase inh	DRD3 agonist	PLK1 PBD inh	GLP1R ag
NNC(=O)c1ccc(CSc2nc3ccccc3[nH]2)cc1	-56*	0.2	0%	0	3%	-6%	-7	1%	7%
CCOc1ccccc1OCCCC(=O)ON=C(N)c1ccccc1	-4	2.0	-16%	-2	?	1%	0	0%	1%
O=C(Cc1ccccc1)Nc1ccc(NC(=O)C2CCCCC2)nc1	-7	-2.2	-16%	4	7.1µM*	0%	1	-2%	5%
N=c1ccn(O)cc1CCc1ccccc1	-4	-0.1	-4%	-5	13%	-2%	0	-1%	5%
O=C(CSc1nnc(CNC(=O)c2c(F)cccc2F)o1)Nc1ccc2c(c1)OCCO2	-2	-1.5	10%	-8	7%	-34%	1	-12%	0%
O=C(CCCCCC(=O)N(CCO)CCO)N(CCO)CCO	-13	-0.4	28%	-1	26%	2%	-6	-11%	15%
Cc1ccccc1OCC(=O)N1N=C(c2cccnc2)CC1(O)C(F)(F)F (centres undefined)	14	-0.5	-2%	-3	24%	-4%	2	-5%	5%
Clc1ccc(-n2nnc(-c3ncc[nH]3)n2)cc1Cl	?	0.0	12%	0	14%	0%	-25	?	3%
Cc1ccc2nc(SCC(=O)N3CCCc4ccccc43)nc(=O)n2c1	-4	1.1	-3%	3	0%	2%	-6	-11%	19%
Cc1ncccc1C(=O)N1CCCC(CCC(=O)N2CCN(c3ccccn3)CC2)C1 (centres undefined)	0	1.6	-4%	3	1%	-1%[57.1 µM]	4	-14%	2%
O=S(=O)(c1cccc(F)c1)N1CCc2sccc2C1c1ccc(OC(F)(F)F)cc1 (centres undefined)	-23	0.4	-2%	13	7.9µM*	-20%	-17	4%	-1%
CNC(=S)NCc1ccc(Cl)cc1	-4	-0.7	2%	3	-1%	-2%[57.1 µM]	2	-8%	-4%
COc1ccc2cc(C3CC(c4ccco4)=NN3C(=O)CCC(=O)O)c(Cl)nc2c1 (centres undefined)	-17	-2.9	0%	-7	21%	?	-6	-12%	-7%
O=c1c2cc([N+](=O)[O-])ccc2sn1-c1ccccc1	-94*	-3.0	17%	-100*	11%	4%	-19	2.7µM*	3%
COC(=O)CCN(C(=O)C12CC3CC(CC(C3)C1)C2)c1ccccn1	21	0.8	-5%	-5	-8%	3%	2	3%	1%
COc1cc(OC)cc(-c2c(C#Cc3ccsc3)c3cc(-c4ccc(C(N)=O)cc4)ccc3n2C)c1	50	2.2	-15%	-8	-15%	2%	27	-3%	8%
Cc1ccc(NC(=O)c2sc3nc(CCl)[nH]c(=O)c3c2C)c(C)c1	-5	-4.5	-9%	-20	12%	-5%	-2	?	-1%
CCS(=O)(=O)c1nc(S(=O)(=O)c2ccc(Cl)cc2)c(N2CCCC2)s1	4	1.0	-3%	3	-24%	-1%	0	-7%	3%
CNc1ccc(S(=O)(=O)NCC(=O)OC(C)C(=O)N(C)Cc2ccccc2)cc1[N+](=O)[O-] (centres undefined)	1	0.6	-3%	4	-3%	-8%	1	-5%	4%
CN(c1cccc(Cl)c1)S(=O)(=O)c1cccc(C(=O)NCc2ccncc2)c1	-11	-0.7	1%	0	-13%	5%	0	-11%	-7%
COCCn1c(C)cc(C(=O)CSc2ccc(NC(C)=O)cc2)c1C	-13	-0.2	4%	.	0%	0%	4	?	-4%
CCO[C@H]1OC(C(N)=O)=C[C@@H](C2CC2)[C@@H]1CCCO	-4	2.7	9%	-1	19%	-20%	4	-6%	1%
Cc1sc2ncnc(Nc3ccc(O)cc3)c2c1C	-14	-1.1	-21%	-20	19%	-9%	-15	?	23%
CSc1ccc(C=O)cc1	7	-0.1	-2%	0	3%	4%	10	-11%	4%
COc1ccc(N2CCC(N3CCN(C)C(CCO)C3)CC2)cc1 (centres undefined)	7	1.4	-17%	0	-10%	8%	-1	-4%	-1%
CCC(Oc1ccccc1F)C(=O)NCCCn1ccnc1 (centres undefined)	-11	0.4	4%	3	5%	12%	6	-16%	6%
COc1ccc(Cc2nnc(NC(=O)CS(=O)(=O)c3ccc(C)cc3)s2)cc1OC	11	1.0	-2%	-13	15%	-14%[57.1 µM]	-7	0%	-1%
CCCCn1c(N)c(N(CCOC)C(=O)c2sc3ccccc3c2Cl)c(=O)[nH]c1=O	8	-0.3	-15%	0	5%	-13%	5	2%	-5%
COc1ccc(CN(C)CC(=O)NCC(=O)Nc2c(C)cccc2C)cc1	-4	2.0	-23%	-3	2%	-7%	-8	8%	-24%
COc1ccc(OC)c(/C=C/C(=O)OCC(=O)c2c(N)n(C)c(=O)n(C)c2=O)c1	4	3.5	-12%	5	5%	-3%	1	6%	0%
Cc1cccc(OCC(=O)NCC(C)(C)N2CCOCC2)c1	-2	0.0	1%	-5	6%	7%	2	-2%	0%
CCC(=O)Nc1cccc(NC(=O)CSc2nnnn2Cc2ccccc2)c1	-11	0.9	16%	-6	-1%	-1%	-5	?	-6%
CCOC(=O)[C@H]1[C@H]2COc3ccccc3[C@@H]2N2C(=O)CNC(=O)[C@@]12C	0	-0.5	15%	-7	13%	3%	-26	-13%	4%
CC(=O)Nc1ccc(SCC(=O)Nc2ccccc2N2CCOCC2)cc1	20	-0.3	1%	5	7%	-4%	4	5%	12%
Nc1ccc(OC(=O)Nc2ccc(O)cc2)cc1	-7	-6.1	-3%	-9	292%[activator]	-14%	-2	-4%	14%
COCC(=O)N(Cc1cc2ccccc2[nH]c1=O)c1ccc(OC)cc1	57	1.0	-10%	3	-1%	-3%	6	-4%	-11%
O=C(CSC1=NCCS1)NC(NC(=O)CSC1=NCCS1)c1ccccc1	-5	-0.7	2%	-4	5%	15%	12	-19%	8%
COc1ccc(/C=C/C(=O)NCCCN2CCOCC2)cc1	0	1.1	19%	-5	4%	6%	-6	2%	7%
COC(=O)[C@H](Cc1c[nH]c2ccccc12)NC(=O)NCc1ccc(OC)cc1	16	-2.8	-1%	-5	5%	3%	1	6%	9%
Cc1nc(C(=O)NCCCO)cc2c1[nH]c1ccccc12	15	0.4	2%	-5	23%	-8%	-1	4%	-2%
CC1CN(C(=O)c2ccc(S(=O)(=O)Nc3cccc(C(F)(F)F)c3)cc2)CC(C)O1 (centres undefined)	-14	0.4	3%	9	-27%	6%	5	0%	14%
Cc1ccc(OCCN2CCN(C(=O)CCC(=O)Nc3nnc(C(C)C)s3)CC2)cc1	-20	0.1	-14%	4	-30%	1%	33*	1%	3%
O=C(NCCCc1ccc(F)cc1)C1CCC(=O)N(CC2CCCCC2)C1 (centres undefined)	22	-3.8	-10%	10	?	-5%	-6	1%	-2%
CCCCN=C(NNc1ccc(Br)cc1)C(=O)OCC	2	-0.9	-20%	69	?	2%	0	-3%	2%
CCC(c1nc2ccccc2[nH]1)N(C(=O)Cc1cc(OC)cc(OC)c1)c1ccc(N2CCOCC2)cc1 (centres undefined)	10	-0.6	5%	-1	3%	-6%	4	1%	-6%

Molecules from the list above that contain a nitro group on carbon, in the order listed:
SMILES	DRD3 antagonist	IL2 activator	HEK293 tox	PI5P4Ka inh	GLP1R inv ag	WRN helicase inh	DRD3 agonist	PLK1 PBD inh	GLP1R ag
O=c1c2cc([N+](=O)[O-])ccc2sn1-c1ccccc1	-94*	-3.0	17%	-100*	11%	4%	-19	2.7µM*	3%
CNc1ccc(S(=O)(=O)NCC(=O)OC(C)C(=O)N(C)Cc2ccccc2)cc1[N+](=O)[O-] (centres undefined)	1	0.6	-3%	4	-3%	-8%	1	-5%	4%

The results go on:
SMILES	DRD3 antagonist	IL2 activator	HEK293 tox	PI5P4Ka inh	GLP1R inv ag	WRN helicase inh	DRD3 agonist	PLK1 PBD inh	GLP1R ag
CC1(C(=O)NCc2cccnc2)CCC(=O)N1CCc1ccccc1 (centres undefined)	12	-0.9	2%	-3	5%	4%	-2	4%	-4%
NC(=S)Nc1ccc(Cl)c(Cl)c1	-9	-0.2	-20%	0	?	-19%	-3	-3%	-2%
CCOc1ccc(NC(=O)Nc2cccc(C(=O)O)c2)cc1	-6	-0.1	0%	-3	?	4%[57.1 µM]	-9	-20%	-7%
Cc1nn(-c2ccccc2)c2c1C1(C(=O)N(C)c3ccccc31)C(C#N)=C(N)O2 (centres undefined)	14	0.8	-8%	.	0%	-5%	-10	?	-7%
COc1ccccc1C1NC(=O)NC(C)=C1C(=O)OCC1CCCCC1 (centres undefined)	1	-1.3	-25%	3	-13%	-4%	-6	-15%	11%
CCC1CCCCN1CC(C)(C)NS(=O)(=O)c1ccccc1 (centres undefined)	3	-1.6	3%	2	8%	3%	-5	5%	-4%
Cc1csc(SCC(=O)Nc2nccs2)n1	-5	5.3	3%	-8	12%	-2%	1	-4%	12%
CCOC(=O)c1sc(N2C(=O)C(O)=C(C(=O)c3ccc(C)o3)C2c2cccc([N+](=O)[O-])c2)nc1C (centres undefined)	8	-1.3	-24%	-51*	-24%	-3%	8	24µM*	11%
CC1(C)CC(NC(=O)c2ccccc2C(=O)NC2CC(C)(C)NC(C)(C)C2)CC(C)(C)N1	18	0.5	2%	1	5%	10%	4	-8%	0%
COc1ccc([N+](=O)[O-])cc1NC(=O)C(C)OC(=O)c1cccnc1 (centres undefined)	1	1.2	-1%	-6	50%[activator]	3%	5	-2%	18%
CCOC(=O)c1c[nH]c2c3c(ccc2c1=O)CCCC3	-9	2.8	-18%	.	4%	-13%	-17	-1%	-7%
O=C(O)c1cccc(-n2cnnn2)c1	15	-1.9	22%	7	5%	-2%	-3	-3%	-3%
COc1ccccc1C(=O)N/C(=C/c1ccc(Br)cc1)C(=O)NCCCn1ccnc1	4	-1.6	3%	9	2%	3%	3	-7%	4%
CCCCn1c(N)c(N(CC(C)C)C(=O)CCS(=O)(=O)c2ccc(C)cc2)c(=O)[nH]c1=O	0	1.0	9%	2	25%	1%	-15	-7%	4%
COC(=O)c1ccc(CSc2nnc(-c3ccncc3)n2Cc2ccccc2)o1	?	0.0	-3%	-3	37%[activator]	-3%	-16	-28%	16%
COc1ccc(NC(=O)CS(=O)CC(=O)NCc2cccc(C(F)(F)F)c2)cc1 (centres undefined)	19	2.1	-4%	.	-6%	-8%	-12	-1%	-5%
